# Compound activity from PubChem BioAssay.
# PvdQ inh = blocks Pseudomonas aeruginosa PvdQ acylase activity; purified PvdQ acylase, fluorescence plate reader; hit rate 0.063% among 340,000; inhibition, % at 10 µM; AID 488965; in the data active = inhibition above about 30%, passing the limit was not always enough; inconclusive = no clear call, values can overlap the other calls;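 also: 0% = vehicle neutral wells and 100% = reference inhibitor wells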
# HTR5A inv ctr = inverse agonist of human HTR5A in OPRM1-OPRD1 counter-screen; inhibition, % at 9.3 µM; hit rate 0.083% among 340,000; P47898; HTR5A cell line, luminescence, inverse agonism; in the data active = inhibition mostly above about 23%, no sharp cut-off; inactive = mostly below about 18%;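 also: 0% = cells with DMSO and 100% = no-cell wells with DMSO; some compounds called inactive have numbers as strong as hits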
# Target sequence (P47898 whole entry, looked up): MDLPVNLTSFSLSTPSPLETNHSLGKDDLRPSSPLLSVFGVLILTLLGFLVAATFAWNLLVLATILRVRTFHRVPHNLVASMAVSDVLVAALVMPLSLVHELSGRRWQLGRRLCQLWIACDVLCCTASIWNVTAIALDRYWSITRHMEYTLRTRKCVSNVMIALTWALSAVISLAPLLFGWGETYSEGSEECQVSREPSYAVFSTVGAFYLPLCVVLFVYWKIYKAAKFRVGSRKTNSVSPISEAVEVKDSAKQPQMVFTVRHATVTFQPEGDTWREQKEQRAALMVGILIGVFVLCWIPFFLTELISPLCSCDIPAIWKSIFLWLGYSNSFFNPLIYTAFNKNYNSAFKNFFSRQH
# Wnt act = activates Wnt/beta-catenin signaling in a reporter cell assay; AID 743398; activator, plate reader; activation, % at 9.35 µM; hit rate 1.2% among 300,000; in the data active = activation above about 30%, passing the limit was not always enough; inconclusive = no clear call, values can overlap the other calls;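 also: 0% = neutral control wells and 100% = positive control wells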
# CDK5 inh = CDK5/p35 (human) kinase inhibition | Q00535+Q15078 | Recombinant CDK5/p35, ADP-Glo luminescence, 60 min | inhibition, % at 10 µM | hit rate 0.01% among 330,000;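 active = highest replicate inhibition of at least 50% and at least 75% of replicates reaching 50%; inconclusive = only one of the two criteria met; inactive = both criteria failed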;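 also: plate controls were DMSO neutral control for no effect and GW8510 at 10 µM for full effect; many of its hits are not listed in these tables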
# Target sequence (Q00535 whole entry, looked up): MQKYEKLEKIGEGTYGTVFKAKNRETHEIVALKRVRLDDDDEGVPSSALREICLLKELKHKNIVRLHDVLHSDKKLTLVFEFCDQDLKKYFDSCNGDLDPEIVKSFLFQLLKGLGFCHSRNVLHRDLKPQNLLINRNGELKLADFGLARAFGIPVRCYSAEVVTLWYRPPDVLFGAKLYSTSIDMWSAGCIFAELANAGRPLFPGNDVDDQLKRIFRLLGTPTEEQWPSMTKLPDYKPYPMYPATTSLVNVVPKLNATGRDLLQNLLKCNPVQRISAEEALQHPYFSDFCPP
# Target sequence (Q15078 whole entry, looked up): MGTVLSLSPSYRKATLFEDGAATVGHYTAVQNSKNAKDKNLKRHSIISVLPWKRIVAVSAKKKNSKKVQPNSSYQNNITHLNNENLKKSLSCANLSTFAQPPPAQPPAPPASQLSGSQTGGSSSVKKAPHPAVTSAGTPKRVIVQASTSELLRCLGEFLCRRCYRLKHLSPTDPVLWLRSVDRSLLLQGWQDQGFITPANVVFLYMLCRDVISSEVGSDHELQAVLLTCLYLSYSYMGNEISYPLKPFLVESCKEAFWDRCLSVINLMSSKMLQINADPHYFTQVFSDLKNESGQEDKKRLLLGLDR
# dFosB activator = enhances mouse delta FosB homodimer DNA binding | activation, % at 25 µM | hit rate 0.99% among 340,000 | purified delta FosB, TAMRA-CDK5 oligo fluorescence polarization; percent of positive-control signal above neutral wells;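 active = mean activation above about 17%, with every replicate also reaching it, limit read from the data, passing the limit was not always enough; inconclusive = only one of the two conditions met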;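 also: fluorescence polarization rise as delta FosB binds a TAMRA Cdk5 AP-1 oligo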
# SR-BI DiI inh = blocks mouse SR-BI lipid uptake from DiI-HDL; Q61009; ldlA[mSR-BI] CHO cells, DiI-HDL uptake fluorescence, 3 h; inhibition, % at 12.5 µM; hit rate 0.96% among 320,000; AID 488896;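 active = mean replicate inhibition of at least 70% and a set share of replicates each scoring 70 or more; inconclusive = meets just one of the two criteria; inactive = fails both criteria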;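 also: 0% = median of neutral control wells and 100% = median of positive control wells; values of inactives mirror those of a sister screen read the other way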
# HTR5A ag ctr = HTR5A agonism, opioid heterodimer counter-screen. P47898. HTR5A agonist assay, luminescence, cell-based. activation, % at 9.3 µM. hit rate 0.61% among 340,000; in the data active = activation mostly above about 9.5%, no sharp cut-off; inactive = mostly below about 7.6%;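 also: 0% = cells with vehicle only and 100% = reference agonist; strong numbers were not always called active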
# MITF TRPM1 HTS = MITF TRPM1 promoter activation in melanoma cells | hit rate 0.75% among 300,000 | SK-MEL-5 TRPM1-promoter luciferase, 24 h; % of positive control, neutral wells = 0 | activation, % at 12.5 µM;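 active = mean activation of at least 80% with every replicate also reaching 80%; inconclusive = mean reaches 80% but some replicate falls short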;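 also: 0% = neutral control wells and 100% = parthenolide positive control wells; values of inactives mirror those of a sister screen read the other way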
# NSD2 HMT inh = inhibitors of human histone methyltransferase NSD2. NSD2 peptide methylation, AlphaScreen, 120 min. inhibition, % at 12.5 µM. hit rate 0.54% among 310,000. AID 743445; in the data active = inhibition above about 50%
# V-ATPase pHluor = yeast V-ATPase proton transport regulation by pHLuorin | S. cerevisiae, pHLuorin cytosolic pH fluorescence | response, % at 10 µM | AID 504577 | hit rate 0.37% among 350,000; in the data active = response mostly above about 7.3%, no sharp cut-off; inactive = mostly below about 5.4%; also: actives read high; inactives centre near 0; some compounds called inactive have numbers as strong as hits; reference of the scale not given here
# The depositor's hits bear a star; ? = inconclusive; · = not tested or not shown.
entry	molecule	PvdQ inh	HTR5A inv ctr	Wnt act	CDK5 inh	dFosB activator	SR-BI DiI inh	HTR5A ag ctr	MITF TRPM1 HTS	NSD2 HMT inh	V-ATPase pHluor
1	CN(C)C(CNC(=O)CCCN1C(=O)c2cccc3cccc(c23)C1=O)c1ccccc1 (centres undefined)	-17.5	-7.0	-1.1	-2.2	8.3	27.7	-4.9	10.1	1.9	-4.5
2	O=C1C(c2cc(=O)c3ccccc3[nH]2)=C(O)c2ccccc21	10.0	16.2	?	-1.1	-13.1	6.6	-5.9	12.7	6.3	1.8
3	O=C(O)c1ccc(Cl)c(S(=O)(=O)Nc2ccc3[nH]c(=O)[nH]c3c2)c1	-16.2	-0.6	6.3	1.0	-9.4	·	2.4	-10.2	·	-2.8
4	O=c1oc(-c2ccccc2[N+](=O)[O-])nc2ccccc12	-3.1	-25.6	·	0.1	-3.4	-11.3	-4.8	-9.9	2.8	5.5
5	CC(C)(C)OC(=O)N/N=C/c1ccc(C(=O)O)cc1	-9.3	-14.7	·	·	-9.9	-13.1	0.2	7.5	-3.1	-2.9
6	O=C(COC(=O)CSc1ccc(Cl)cc1)Nc1ccccc1	8.2	-26.6	3.6	-1.3	-8.0	0.6	9.6	-1.9	8.0	2.4
7	CCn1ccc(C(=O)Oc2ccc(Cl)cc2)n1	-1.5	13.9	·	-2.6	3.6	-36.0	2.8	17.9	-0.4	-1.4
8	FC(F)(F)COc1nc(N2CCCCC2)nc(N2CCNCC2)n1	-11.8	3.6	·	0.0	-2.0	-5.0	2.7	4.1	·	-0.8
9	COC(=O)Cc1ccc(NC(=S)NC2CC2)cc1	7.6	12.6	29.0	0.5	-0.2	-6.8	7.5	·	-0.2	-0.4
10	Cc1csc(=O)n1CCC(=O)OC(C)C(=O)NCc1ccccc1 (centres undefined)	-1.6	14.3	-2.2	4.2	-3.7	·	-3.7	3.2	-3.6	2.9
11	Cc1ccnc2nc(C(=O)OCC(=O)Nc3ccc4c(c3)OCCO4)nn12	-11.4	-11.5	-4.4	2.3	-1.6	-3.0	2.9	10.5	0.2	1.1
12	COc1cccc(NC(=O)c2cnn(-c3ccccc3)c2C)c1	-7.7	3.9	21.0	7.8	-10.4	26.0	-1.1	·	-2.0	-0.8
13	Cc1ccc(Nc2nnns2)cc1	4.9	4.2	·	0.5	-4.9	-9.2	-0.9	7.3	-0.6	5.2
14	CC1CCCCN1C(=O)COC(=O)c1cc(-c2cccs2)nn1-c1ccccc1 (centres undefined)	-16.8	4.5	-1.6	-0.5	-9.7	32.7	-0.4	4.8	0.0	-4.6
15	Cc1ccc2oc(=O)n(Cc3ccccc3)c2c1	-21.2	2.3	-0.2	0.4	-2.9	11.5	-0.6	·	-3.4	-2.9
16	CC(=O)N1CCc2cc(S(=O)(=O)CCC(=O)NCc3cccs3)ccc21	2.3	21.6	-3.1	0.6	-6.2	-15.9	-4.0	0.9	·	0.6
17	COc1ccc(OC)c(S(=O)(=O)Nc2ccc(-c3ccc4nncn4n3)cc2)c1	-7.6	2.1	-0.4	0.7	-3.4	-5.1	0.7	-19.9	0.6	-2.7
18	CCN(Cc1nc2cc(Cl)ccc2c(=O)[nH]1)C(=O)COc1ccccc1Cc1ccccc1	-14.3	-19.0	-4.4	-1.2	-10.8	2.3	7.7	0.7	-4.3	1.0
19	CN1CCN(S(=O)(=O)c2cccc([N+](=O)[O-])c2)CC1	-5.9	-5.5	-0.2	1.7	-0.7	-11.3	1.1	-3.7	-2.3	2.0
20	CCOc1cnn(-c2ccccc2)c(=O)c1Cl	13.3	3.6	1.3	0.7	1.5	2.9	-0.9	-15.6	0.0	1.1
21	N#CCCN(C(=O)CSc1nc2nc(-c3cccs3)cc(C(F)(F)F)c2c(=O)[nH]1)c1ccccc1	3.3	5.2	0.2	0.4	4.7	·	0.1	-0.8	3.5	-2.6
22	COc1cccc2c1OCC(C(=O)Nc1nccs1)=C2	-10.3	8.8	?	-1.7	-3.1	12.1	-2.5	119.5*	31.9	-0.3
23	COc1ccc(CNS(=O)(=O)c2cc3c4c(c2)CCN4C(=O)CC3)cc1	-23.7	-11.3	-1.7	-9.7	-9.5	1.2	9.0	-2.5	-3.1	-2.5
24	CN(C)c1ccc(NC(=O)N2CCOCC2)cc1	4.6	-40.2	8.1	3.9	3.3	-23.2	-3.1	23.1	-1.0	8.7
25	Nc1[nH]n2c(=O)cc(-c3ccccc3)nc2c1N=Nc1ccc(S(N)(=O)=O)cc1	12.7	13.8	-5.7	2.8	-24.1	2.2	-5.3	-5.1	2.2	2.5
26	Cc1c(N=Cc2c(O)n(Cc3ccco3)c(=O)c3ccccc23)c(=O)n(-c2ccccc2)n1C	-5.8	8.0	-3.7	-11.1	-16.8	10.3	7.5	-6.1	-2.4	0.4
27	Cc1ccc(C(=O)O/N=C(\N)c2ccccn2)c(Cl)c1	-6.9	-26.9	-6.9	33.9	-11.6	9.0	7.2	·	-2.5	3.5
28	CC(C)(C)c1csc(NC(=O)c2ccccc2O)n1	-15.5	18.8	4.5	-1.1	-5.4	-3.1	5.3	·	-2.4	-0.2
29	CCC(=O)N1c2ccccc2NC2=C(C(=O)CCC2)C1c1ccc(N(C)C)cc1 (centres undefined)	-3.9	-23.0	6.7	-3.9	-0.8	-14.6	8.6	-10.0	12.3	-1.2
30	CN(CCO)c1cnccn1	-13.7	16.3	-1.2	-0.1	-0.4	-27.4	2.4	1.6	-1.1	0.1
31	COc1ccc(C2(C)NC(=O)N(CC(=O)NCc3ccccc3)C2=O)cc1OC (centres undefined)	-2.4	-10.5	-6.5	0.3	4.9	-3.3	3.9	10.6	-0.2	-2.1
32	COc1ccc(C(=O)Nn2c(C)nc3ccccc3c2=O)cc1OC	10.4	-0.4	0.4	3.0	-8.9	16.6	0.1	-4.6	-4.1	0.6
33	CC(C)(C)OC(=O)NCc1ccc(NC(=O)c2nc[nH]c2C(=O)NCCNC(=O)c2[nH]cnc2C(=O)Nc2ccc(CNC(=O)OC(C)(C)C)cc2)cc1	-12.1	5.7	·	0.2	40.4*	-14.4	-2.2	-2.3	·	9.6
34	CCCOC(=O)c1c(NC(=O)CSc2nc(-c3ccco3)cc(C(F)(F)F)n2)sc(C(=O)OC)c1C	-11.8	-10.9	·	-1.2	-3.0	34.3	3.4	0.4	-3.3	-0.4
35	COc1ccc(CNC(=O)N2CCN(S(=O)(=O)c3ccccc3)CC2)cc1	8.6	-20.1	-3.3	5.1	1.4	·	2.2	3.5	1.1	-3.9
36	CC(=O)Cc1nsc(Nc2cccc(C)c2)n1	7.9	-8.4	7.6	-0.9	-0.6	4.7	3.0	16.7	-2.2	-1.1
37	COc1ccc(NC(=O)CSc2nnc3ccc(-c4cccnc4)nn23)cc1OC	-20.6	-18.5	0.0	-0.7	-2.3	-6.1	6.7	-12.9	-2.8	-1.1
38	CNC(=S)N(Cc1cccs1)Cc1cc2cc(OC)ccc2[nH]c1=O	3.7	28.5	·	0.9	5.2	-6.8	-0.1	9.2	-0.9	-0.1
39	O=C(Nc1ccccc1C(F)(F)F)c1ccccc1Br	-0.7	5.0	-0.1	-0.7	-6.2	-6.1	-2.2	-2.8	-2.5	-0.2
40	COc1cccc(N2CCN(c3nc(C)cc(=O)[nH]3)CC2)c1	8.4	-12.6	4.8	0.9	2.1	-4.6	5.7	-2.3	-1.1	-2.5
41	N#Cc1ccccc1OCC(=O)N1N=C(c2cccs2)CC1c1ccco1 (centres undefined)	-9.2	-8.8	13.5	0.7	-0.6	12.1	3.6	26.5	-0.1	-4.0
42	Cc1ccc(/C=N/NC(=O)CSc2nnc(-c3ccccc3)n2-c2ccc(Cl)cc2)o1	-3.8	-0.4	-0.5	1.7	-11.3	21.8	3.2	12.0	6.0	-1.8
43	Nc1nc2ccccc2n1C(=O)c1ccccc1	-11.9	-2.8	-5.2	2.5	-5.6	-11.7	-2.1	-1.1	-7.8	1.9
44	Nc1csnc1C(=O)O	-9.4	-15.1	2.9	-0.2	9.6	-19.2	0.4	·	-0.3	-3.1
45	COCCNC(=S)N(CCc1c(C)[nH]c2ccc(F)cc12)Cc1cccs1	8.2	-32.1	-1.8	-1.0	-7.7	50.7	11.2	1.4	3.6	-1.8
46	CN(C)Cc1c(C(=O)N/N=C/c2cccnc2)nnn1-c1nonc1N	-10.6	-2.5	0.8	-1.4	6.6	-5.2	0.7	6.9	1.5	-1.0
47	CC(Oc1cccc(Cl)c1)C(=O)Nc1cc(Cl)ccc1N1CCOCC1 (centres undefined)	-4.1	-1.0	0.7	-2.1	-9.6	32.2	0.4	-7.7	-0.6	1.9
48	CCCNc1nc(Nc2ccc(C)c(Cl)c2)c2cnn(C)c2n1	-3.8	-18.0	-1.6	-0.7	0.3	38.8	4.7	-7.8	-3.7	-7.3
49	O=C(C1CC1)N1CCN(c2ccnc3cc(Cl)ccc23)CC1	-7.6	10.4	-0.9	0.5	-11.7	7.9	-4.3	-9.4	-1.1	0.8
50	Cc1nc2ccc(NC(=O)c3cccc(S(=O)(=O)N4CC(C)OC(C)C4)c3)cc2s1 (centres undefined)	-15.2	-8.1	·	0.9	-18.3	54.6	2.8	-12.6	0.5	-1.7
51	COc1ccc(S(=O)(=O)NC(C)C(=O)NC2CC2)cc1C (centres undefined)	1.0	3.6	-0.4	-1.1	0.5	-14.1	3.4	8.5	-0.6	-1.1
52	NC(=O)Cc1nc(-c2ccccc2)cs1	2.0	8.6	2.9	0.3	8.5	-3.4	-2.5	0.3	-3.6	1.0
53	CCC(=O)N1CCN(c2ccnc3cc(Cl)ccc23)CC1	-8.7	-12.8	-3.7	0.9	-0.8	2.3	4.0	5.8	0.8	2.7
54	Cc1cccc(N2C(=O)CN(Cc3cccs3)C2=S)c1	-0.1	-3.3	-0.3	2.0	-0.7	1.3	0.1	6.3	-3.5	6.5
55	NC(=O)c1c(NC(=O)COC(=O)c2ccc(O)c(Cl)c2)sc2c1CCCC2	-8.8	-18.6	-1.5	3.0	-4.8	58.7	4.5	-2.0	-0.9	0.1
56	CC(=O)c1cc(-c2nc3ccccc3n2C)n(C)c1	-10.1	-3.1	2.3	0.4	3.6	-9.7	1.3	-8.1	0.1	3.0

# Continued:
entry	molecule	PvdQ inh	HTR5A inv ctr	Wnt act	CDK5 inh	dFosB activator	SR-BI DiI inh	HTR5A ag ctr	MITF TRPM1 HTS	NSD2 HMT inh	V-ATPase pHluor
57	Cc1cccc(NC(=O)C(=O)NCC2CCCO2)c1 (centres undefined)	-17.4	6.5	7.1	-0.3	4.4	-1.9	-2.5	55.9	-3.1	-2.1
58	NC(=O)c1ccc(NC(=O)c2cc(S(=O)(=O)N3CCCCC3)ccc2N2CCOCC2)cc1	1.5	2.1	-3.2	0.2	-9.2	5.5	-0.8	·	2.6	-1.5
59	O=C(NCCCNC(=O)C(F)(F)C(F)F)C(F)(F)C(F)F	3.9	14.7	-3.1	-0.8	-1.9	2.9	-1.3	·	-0.5	1.9
60	CCOC(=O)c1sc(NC(=O)CN(CC(C)C)CC(C)C)c(C(=O)OCC)c1C	-11.6	-34.2	-2.8	0.2	-2.2	16.8	13.5*	-1.2	-0.4	-1.2
61	COC(=O)c1sc(NC(=O)c2cc(C)on2)nc1C	-5.0	7.2	11.8	-1.4	-9.1	-9.1	-0.1	7.6	-2.1	1.8
